Compound activity deposited in PubChem by Sanford-Burnham Center for Chemical Genomics.
hIAP activ = human IAP activation; activation factor at 10 µM; purified human IAP, CDP-Star luminescence, 30 min; stronger effect = higher value; 1 = vehicle-only enzyme, 0 = enzyme-free background; P09923; AID 2524; 330,000 compounds, 0.16% hits;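 active means activation factor of the enzyme at least 2-fold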; further: the source names both 10 and 20 µM as test concentration; values of inactives mirror those of a sister screen read the other way
Target sequence (P09923 whole entry, looked up): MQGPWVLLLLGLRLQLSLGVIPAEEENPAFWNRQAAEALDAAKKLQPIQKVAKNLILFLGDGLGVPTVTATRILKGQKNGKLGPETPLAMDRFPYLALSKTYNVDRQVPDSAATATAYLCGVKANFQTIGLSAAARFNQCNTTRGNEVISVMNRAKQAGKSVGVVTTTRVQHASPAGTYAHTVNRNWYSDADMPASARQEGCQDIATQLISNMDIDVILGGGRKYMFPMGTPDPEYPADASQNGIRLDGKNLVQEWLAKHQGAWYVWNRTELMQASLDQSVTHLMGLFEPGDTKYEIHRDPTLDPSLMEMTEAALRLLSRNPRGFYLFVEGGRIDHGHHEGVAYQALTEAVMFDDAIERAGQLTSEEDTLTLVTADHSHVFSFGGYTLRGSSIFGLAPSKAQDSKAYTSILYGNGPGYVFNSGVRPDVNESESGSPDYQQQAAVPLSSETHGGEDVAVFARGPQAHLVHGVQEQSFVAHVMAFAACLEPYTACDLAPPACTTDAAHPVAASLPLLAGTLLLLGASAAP
beta cell repl = induces beta-cell replication in MIN6 cells; 330,000 compounds, 0.29% hits; proliferation, % at 10 µM; AID 2380; MIN6 cells proliferation, ATPlite luminescence, 48 h; cells starved in 0.2% serum; 100% = growth in 10% serum;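 active means compounds whose signal lies at least 3.5 SD above the mean of all wells on their plate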;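 further: 0% = DMSO-treated cells in low-serum medium and 100% = 10% serum control; some compounds called inactive have numbers as strong as hits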
mIAP block = mouse IAP inhibition. purified mouse IAP, CDP-Star luminescence, 30 min. inhibition, % at 10 µM. 330,000 compounds, 0.2% hits. AID 2806;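 active means inhibition of at least 40% at 10 µM in the primary screen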;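 further: plate controls were DMSO with enzyme for no effect and no enzyme wells for full effect; values of inactives mirror those of a sister screen read the other way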
hIAP block = human IAP inhibition; P09923; purified IAP, CDP-Star luminescence, 30 min; inhibition, % at 10 µM; 330,000 compounds, 0.12% hits;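 active means inhibition reaching a set limit with compound at 10 µM in the primary screen, cut at about 35% in these data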;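 further: plate controls were DMSO wells with enzyme for no effect and no-enzyme buffer wells for full effect; values of inactives mirror those of a sister screen read the other way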
A3A deaminase = inhibitors of human APOBEC3A DNA deaminase | 330,000 compounds, 0.41% hits | AID 493011 | recombinant A3A, FAM/TAMRA ssDNA deamination fluorescence | inhibition, % at 20 µM;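 active means at least 40% inhibition at 20 µM here, with at most 30% in a related deaminase screen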;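 further: plate controls were A3A with DMSO for no effect and wells lacking A3A enzyme for full effect; some results filed as inactive read as strong as hits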
Target sequence (P31941 whole entry, looked up): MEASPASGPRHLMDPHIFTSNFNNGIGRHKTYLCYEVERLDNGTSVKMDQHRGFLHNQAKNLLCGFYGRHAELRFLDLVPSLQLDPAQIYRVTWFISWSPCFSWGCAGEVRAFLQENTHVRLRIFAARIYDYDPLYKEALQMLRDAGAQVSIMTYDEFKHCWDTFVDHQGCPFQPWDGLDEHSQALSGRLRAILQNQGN
SENP1 inh = inhibitors of human SENP1 SUMO protease catalytic domain; recombinant SENP1 catalytic domain, CyPet-SUMO1-YPet FRET cleavage; 360,000 compounds, 0.21% hits; inhibition, % at 10 µM;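 active means inhibition at least 30% at 10 µM, raw YFP signal under a set limit, fluorescence ratio 0.5 to 1.5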;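 further: 0% = enzyme with DMSO and 100% = no enzyme wells; some results filed as inactive read as strong as hits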
Target sequence (Q9P0U3 419-644 limits assumed): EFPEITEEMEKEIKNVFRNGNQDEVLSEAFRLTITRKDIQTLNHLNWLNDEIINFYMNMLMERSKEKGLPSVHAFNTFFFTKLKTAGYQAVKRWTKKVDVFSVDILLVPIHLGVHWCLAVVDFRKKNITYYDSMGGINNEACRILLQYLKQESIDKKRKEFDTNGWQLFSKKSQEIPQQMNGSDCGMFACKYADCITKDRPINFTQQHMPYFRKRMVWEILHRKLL
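Compound: 10 µM single point, 0.5% DMSO; Test system: hSENP1 catalytic domain, recombinant; Timing: 50 min reaction at room temperature; Technique: FRET, CFP and YFP emission; Control set: no-enzyme wells low, DMSO-plus-enzyme wells high control.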
mIAP activ = increases mouse intestinal alkaline phosphatase activity; 330,000 compounds, 0.24% hits; activation factor at 10 µM; muIAP, CDP-Star luminescence, 30 min; stronger effect = higher value; 1 = vehicle-only enzyme signal, 0 = enzyme-free wells;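 active means activation factor of at least 2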; further: the source names both 10 and 20 µM as test concentration; values of inactives mirror those of a sister screen read the other way
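Assay system: mouse IAP enzyme; reagent: chemiluminescent substrate CDP-Star; dosing: test compounds delivered from DMSO solution; schedule: 30 min at room temperature; measured by: luminescence from enzymatic CDP-Star hydrolysis; controls: DMSO-only wells and no-enzyme negative control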
APOBEC3G inh = blocks human APOBEC3G single-stranded DNA deamination; Q9HC16; recombinant A3G, ssDNA deamination FAM/TAMRA fluorescence; inhibition, % at 20 µM; 330,000 compounds, 0.28% hits;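 active means inhibition of at least 40% at 20 µM, with no more than 30% in the related APOBEC3A deaminase screen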;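 further: plate controls were DMSO wells with A3G for no effect and wells lacking A3G enzyme for full effect; some compounds called inactive have numbers as strong as hits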
NLRP3 yeast inh = inhibitors of NALP3 inflammasome in yeast. inhibition, % at 10 µM. 330,000 compounds, 0.39% hits. Yeast reconstituted NLRP3/ASC/caspase-1, beta-gal luminescence, 24 h;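 active means inhibition of 50% or more; inactive means inhibition below 50%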;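 further: plate controls were induced DMSO wells for no effect and uninduced yeast grown without galactose for full effect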
Numbers without * were called inactive; · = no result given.

SMILES | hIAP activ | beta cell repl | mIAP block | hIAP block | A3A deaminase | SENP1 inh | mIAP activ | APOBEC3G inh | NLRP3 yeast inh
CCOc1ccc(NCC(=O)Nc2ccc(Cl)cc2C)cc1 | 1.1 | -5 | -6 | -9 | -5 | -4 | 1.1 | -5 | 17
Cc1ccc(-c2cc(C(=O)NCc3cnn(C)c3)c3cc(Br)ccc3n2)cc1 | 1.1 | 0 | 0 | -7 | -2 | -1 | 1 | -6 | 2
CNC(=S)N(Cc1ccc(OC)cc1)C1CC(=O)N(c2ccc(C(=O)OC)cc2)C1=O (stereo not given) | 1.1 | 0 | 0 | -7 | 4 | · | 1 | -1 | 15
CCn1c(C)nc2cc(S(=O)(=O)N3CCCCC3)ccc21 | 0.92 | -1 | -19 | 8 | 2 | 1 | 1.2 | -2 | 10
O=C(c1ccc([N+](=O)[O-])s1)N1CCN(c2ccccc2)CC1 | 0.95 | -1 | -1 | 5 | 0 | -1 | 1 | -7 | 12
COc1cccc(CN(C)C(=O)c2cccc(S(=O)(=O)N3CCN(Cc4ccccc4)CC3)c2)c1OC | 1.1 | -7 | 3 | -8 | 3 | 0 | 0.97 | 5 | 16
CCC1=NN(C(=O)COc2ccccc2C)C(O)(c2ccncc2)C1 (stereo not given) | 1.1 | -2 | 10 | -10 | -6 | 0 | 0.9 | -10 | -2
CC(=O)Nc1nc2ccccc2n1Cc1ccc(C)cc1 | 1.2 | 0 | -7 | -17 | 1 | 0 | 1.1 | -8 | 35
Cc1cc(C(=O)OCC(=O)Nc2ccccc2C)c(C)o1 | 1 | 3 | 6 | -3 | -3 | -2 | 0.94 | -9 | 5
Cc1cc(C)c(NC(=O)CN(C2CCCCC2)C2CCCCC2)c(C)c1 | 0.99 | -2 | -8 | 1 | 3 | -1 | 1.1 | -2 | -1
COC(=O)c1ccc(C)c(-n2c(C)cc(C=O)c2C)c1 | 1 | 0 | -4 | -1 | 1 | 0 | 1 | -6 | 13
Cc1[nH]n(-c2ccccc2)c(=O)c1C(c1ccccc1C(=O)O)c1c(C)[nH]n(-c2ccccc2)c1=O | 0.81 | 0 | 4 | 19 | 0 | 1 | 0.96 | -2 | 15
CCOc1ccc(S(=O)(=O)NCCC(=O)NCc2ccc(OC)c(OC)c2)cc1 | 0.98 | -1 | 8 | 2 | 0 | 1 | 0.92 | 1 | -4
Cc1[nH]c2ccccc2c1CC(=O)O | 1.1 | -3 | -3 | -10 | -2 | -24 | 1 | -6 | 5
COc1ccccc1N1CCN(CCCC(=O)c2ccc(F)cc2)CC1 | 0.94 | 1 | -7 | 6 | 0 | 0 | 1.1 | -5 | 10
Cc1ccc2cc(C(c3nnnn3C3CCCC3)N3CCOCC3)c(=O)[nH]c2c1C (stereo not given) | 0.88 | 1 | 2 | 12 | -1 | -1 | 0.98 | -8 | 6
Cc1ccc(NC(=O)CS(=O)Cc2nc(-c3ccc(C)cc3)oc2C)cc1 (stereo not given) | 0.97 | -5 | -2 | 3 | -1 | -4 | 1 | -4 | 9
CC1CN(c2nc3ccccn3c(=O)c2C=O)CC(C)O1 (stereo not given) | 1.1 | -2 | 10 | -5 | -3 | 0 | 0.9 | -9 | 0
CCc1ccc(/C=C(/C#N)C(N)=S)s1 | 0.99 | 0 | 10 | 1 | -1 | 0 | 0.9 | -8 | 12
CCOc1ccc2oc(C(=O)N3CCN(c4ccccn4)CC3)c(C)c2c1 | 1.1 | 3 | 3 | -10 | 1 | -11 | 0.97 | -2 | 19
CCc1cc(C(=O)N2CCCC(C(=O)c3ccc(C(F)(F)F)cc3)C2)n(C)n1 (stereo not given) | 0.89 | -3 | 2 | 11 | -3 | 2 | 0.98 | -6 | 15
COc1cccc2c1OC1(C)CC2NC(=O)N1 (stereo not given) | 0.92 | 1 | -2 | 8 | 2 | -1 | 1 | -1 | -1
CCOC(=O)Cc1csc(NC(=O)COc2ccccc2OCC)n1 | 1.1 | 1 | -5 | -9 | 3 | 2 | 1.1 | -6 | 10
CCN(CC)C(=S)SC1CCCCN(C(=O)c2ccc(F)cc2)C1=O (stereo not given) | 0.9 | -2 | 4 | 10 | 2 | 1 | 0.96 | -6 | 19
O=C(Cn1cnc2nc3n(c2c1=O)CCC3)NCc1ccccc1 | 1.1 | 2 | 6 | -8 | -2 | 2 | 0.94 | -2 | -5
COc1cccc(Cn2cnc3c(NS(=O)(=O)c4cc(Cl)ccc4Cl)c(C)c(C)cc32)c1 | 1.3 | -5 | 1 | -25 | -2 | 1 | 0.99 | -4 | 12
O=C(CN1C(=O)c2ccccc2C1=O)Nc1cccc(O)c1 | 1.3 | 1 | -3 | -32 | -3 | 2 | 1 | 6 | 5
NCCN1C(=O)S/C(=C\c2ccc3c(c2)OCO3)C1=O | 0.97 | -2 | -1 | 3 | 0 | 1 | 1 | -3 | 14
Cc1cc(NC(=O)COC(=O)CSCc2ccc(Cl)c(Cl)c2)no1 | 0.96 | -2 | 3 | 4 | 3 | 2 | 0.97 | 5 | 23
CC(c1ccc(Br)cc1)N1CC23C=CC(O2)C(C(=O)O)C3C1=O (stereo not given) | 0.9 | 4 | 14 | 10 | 2 | 2 | 0.86 | 3 | 7
Nc1ccc(-n2nnnc2-c2ccco2)cc1 | 1 | -2 | -8 | -1 | 1 | 0 | 1.1 | 2 | 1
C=CCNC(=O)c1ccccc1NS(=O)(=O)c1ccc(SC)cc1 | 0.87 | -3 | 0 | 13 | -3 | 0 | 1 | -5 | 0
CCCCCCCCC(=O)NC(NC(=S)N1CCOCC1)C(Cl)(Cl)Cl (stereo not given) | 1.7 | -4 | -236 | -73 | -1 | 1 | 3.4* | -12 | 21
O=C1C2CCCN2C(=O)N1CCN1CCN(CCO)CC1 (stereo not given) | 0.98 | -1 | -5 | 2 | 1 | -1 | 1 | -4 | -4
CN1CCN(S(=O)(=O)c2ccc(N(C)Cc3cccs3)nc2)CC1 | 1.1 | -1 | -2 | -10 | -5 | 1 | 1 | -5 | 15
Cc1cc2cccc(C)c2nc1SCC(=O)NC1CCCCC1 | 0.92 | 4 | 9 | 8 | 0 | 0 | 0.91 | -6 | 16
Cc1noc(C)c1C(=O)OCC(=O)Nc1ccc(S(N)(=O)=O)cc1 | 1.1 | 2 | -2 | -9 | 5 | -3 | 1 | -6 | -2
CCCCOC(=O)c1ccc(NC(=O)C(=O)NCc2cccnc2)cc1 | 1.2 | -3 | 2 | -22 | -4 | -1 | 0.98 | -12 | 21
CC(C)COCC(CN(Cc1ccccc1)c1ccccc1)N1CCCC1 (stereo not given) | 0.91 | -8 | 2 | 9 | -2 | -2 | 0.97 | -8 | 33
Cc1cc(C)c2c(N)c(C(=O)N/N=C/c3ccccc3)sc2n1 | 0.83 | -1 | -12 | 17 | -1 | -35 | 1.1 | -5 | 49
COc1cc(/C=C/[N+](=O)[O-])ccc1OC(=O)/C=C/c1ccc(F)cc1 | 0.97 | -5 | 2 | 3 | -2 | 2 | 0.98 | -5 | 42
Nc1c(-c2ccc(Cl)cc2)cnc2ncnn12 | 0.96 | 0 | 1 | 4 | 0 | 2 | 0.99 | -1 | 4
Cc1ccc2c(c1)N(CC(=O)N1CCCC(C)C1)C(=O)CO2 (stereo not given) | 1.1 | -6 | 5 | -10 | -1 | 0 | 0.95 | -5 | 15
CCC(NC(=O)Nc1cc(OC)c(OC)c(OC)c1)(C(F)(F)F)C(F)(F)F | 0.94 | 0 | -110 | 6 | 0 | 0 | 2.1* | 11 | -5
Cc1c(C(=O)O)cccc1[N+](=O)[O-] | 0.87 | -1 | 0 | 13 | -4 | 0 | 1 | -12 | -3
COC(=O)c1ccc(CSc2ccc3nnc(-c4cccc(F)c4)n3n2)o1 | 1 | 3 | -14 | 0 | -3 | 3 | 1.1 | -12 | 8
CCn1cc(C(=O)NCCc2ccc(OC)c(OC)c2)c(=O)c2cc(S(=O)(=O)N3CCOCC3)ccc21 | 1 | 6 | 7 | -4 | 2 | 1 | 0.93 | 4 | 14
CC(NC(=O)c1ccc(CS(=O)(=O)Cc2ccccc2F)o1)c1ccc2c(c1)OCCO2 (stereo not given) | 0.99 | 4 | 9 | 1 | -1 | -3 | 0.91 | -2 | 11
O=C(COc1ccc(Br)cc1)Nc1ccc(C(=O)Nc2ccccc2C(=O)O)cc1 | 1.1 | -6 | 4 | -10 | -2 | 3 | 0.96 | 2 | 14
COc1cccc(CN(C)C(=O)c2ccc(NS(=O)(=O)c3ccc4[nH]c(=O)[nH]c4c3)cc2)c1OC | 0.84 | 6 | -2 | 16 | -3 | 3 | 1 | -7 | 9
CCOC(=O)c1snc2c(=O)[nH]cnc12 | 0.99 | 2 | 5 | 1 | 1 | -14 | 0.95 | 1 | 12
COc1cc(OC)cc(C(=O)NC(C(=O)OCn2nnc3ccccc3c2=O)C(C)C)c1 (stereo not given) | 1 | 1 | -1 | -3 | -4 | -1 | 1 | -9 | -4
CC(=O)Nc1nn(C)c2nc3ccc(C)cc3cc12 | 0.92 | -2 | -4 | 8 | 0 | -24 | 1 | -9 | 13
CCN(C[C@H]1N[C@@](CC)(C(=O)OC)[C@H]2C(=O)N(C)C(=O)[C@@H]12)C(=O)c1ccc(C(C)(C)C)cc1 | 1.1 | -4 | -2 | -10 | 0 | 1 | 1 | -3 | -4
CCN(CC)S(=O)(=O)c1cccc(C(=O)NCCCN2CCOCC2)c1 | 1.1 | -1 | 8 | -11 | -2 | 0 | 0.92 | -1 | 0
Cc1ccn2c(CNC(C)CCn3cccn3)c(C(=O)N3CCCCCC3)nc2c1 (stereo not given) | 1.2 | 1 | -7 | -25 | -3 | 0 | 1.1 | -4 | -5
COc1ccccc1NS(=O)(=O)c1cc(NC(=O)c2ccco2)ccc1N1CCOCC1 | 1 | -4 | 10 | -3 | 7 | 0 | 0.9 | 1 | 1
CCc1nnc(NC(=O)c2nc(S(=O)(=O)Cc3ccc(C)cc3)ncc2Cl)s1 | 1.1 | -8 | -3 | -7 | -6 | 2 | 1 | -9 | -10
O=C(CCCN1C(=O)/C(=C/c2cccs2)SC1=S)NNC(=O)c1ccccc1O | 1.2 | 0 | 30 | -24 | -1 | 3 | 0.7 | -7 | 15
CCOC(=O)N1CCN(C(=O)COC(=O)c2ccc(Cl)nc2)CC1 | 1.3 | -3 | -16 | -27 | -2 | -1 | 1.2 | -7 | -6
CCC(C)c1ccccc1OCCCN(C)Cc1ccccc1 (stereo not given) | 1.3 | 0 | 5 | -28 | -7 | -2 | 0.95 | -11 | 29
CCOC(=O)C1=C(C)N(C)C(C)=C(C(=O)OCC)C1c1ccc(Cl)cc1 | 1 | -6 | 0 | -1 | 1 | -2 | 1 | 6 | 11

Compound profiles (already shown).
CCOC(=O)N1CCN(C(=O)COC(=O)c2ccc(Cl)nc2)CC1 is listed with hIAP activ = 1.3; beta cell repl = -3; mIAP block = -16; hIAP block = -27; A3A deaminase = -2; SENP1 inh = -1; mIAP activ = 1.2; APOBEC3G inh = -7; NLRP3 yeast inh = -6
CC(=O)Nc1nn(C)c2nc3ccc(C)cc3cc12 is listed with hIAP activ = 0.92; beta cell repl = -2; mIAP block = -4; hIAP block = 8; A3A deaminase = 0; SENP1 inh = -24; mIAP activ = 1; APOBEC3G inh = -9; NLRP3 yeast inh = 13

The list is partial. The share of hits here may be higher or lower than overall.
